ERK EGF block: qHTS Assay for Inhibitors of the ERK Signaling Pathway using a Homogeneous Screening Assay; Stimulation with EGF; Potency, µM (highest dose often 11.5 µM), for the others: top-dose activity change, negative = inhibition, usual class: inhibitors; HEK293-V1b, EGF-stimulated phospho-ERK AlphaScreen; hit rate 0.41% among 130,000; active means well fitted inhibition curve with a large enough effect; inconclusive means small, poorly fitted or top-dose-only effect, or effect the other way;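 further: plate controls were stimulated vehicle wells for no effect and unstimulated vehicle basal for full effect; nearly all actives have a fitted effect of over 55% in size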
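In this qHTS, HEK293 cells with stable type-1 vasopressin (V1b) receptor were exposed to compound at 37C for 30 min, stimulated 5 min with EGF at 25 nM, lysed, and probed for phospho-ERK by AlphaScreen.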
Numbers without * were called inactive; ? = inconclusive; [ ] = remark or other dose. Potency means the concentration at half of the fitted maximal effect. An excerpt (hit frequency here may not be typical).

ERK EGF block	Structure
-12%	COc1cc(-n2c(C)nc3cc(C(=O)O)ccc32)cc(OC)c1OC
5%	CSc1ncccc1C(=O)Nc1ccc(S(=O)(=O)Nc2nccs2)cc1
1%	N#C/C(=N\O)c1nc2ccccc2s1
20%	COc1c(Cl)ccc(Cl)c1C(=O)O
8%	O=c1c2ccccc2oc2cc(O)c(C3COCC(CO)C(O)C(O)C3O)c(O)c12 (stereo unspecified)
4%	C(=N\N1CCOCC1)/c1cn(-c2ccccc2)nc1-c1ccccc1
-7%	O=C(CN1CCC(NC(=O)c2ccccc2Cl)CC1)NCc1ccco1
0%	CCC(CC)C(=O)NCc1ccc(OC)cc1
12%	COc1cc(-c2cc(C(=O)Nc3ccc(S(=O)(=O)NCc4ccco4)cc3)c3ccccc3n2)cc(OC)c1OC
2%	C=CCC1(NCc2ccco2)CCN(CC)CC1

(continued)
ERK EGF block	Structure
-2%	C=CCSc1nnc(NC(=O)c2cn(CC)c3nc(C)ccc3c2=O)s1
-2%	OCCNCCCCSc1ccc(Cl)cc1
0%	CC1CC(C)(C)NC(=S)N1CCC(=O)NCc1ccc(F)cc1 (stereo unspecified)
-4%	Cn1cccc1/C=N/NC(=O)c1ccco1
4%	COc1ccccc1NS(=O)(=O)c1cc(NC(=O)c2ccncc2)ccc1N1CCCC1
1%	C=CCNc1cnn(-c2ccccc2)c(=O)c1Cl
0%	COc1ccc(-c2cn3cccnc3n2)cc1F
-4%	Cc1c(N=Cc2cc(Br)cc(Br)c2O)cccc1C(=O)O
-5%	COc1cc(NC(=O)COc2ccccc2Cl)ccc1NC(=O)C(C)C
0%[57.5 µM]	Cc1cc(NC(=O)c2ccc(C)c([N+](=O)[O-])c2)no1

Other entries
ERK EGF block	Structure
29%	COc1ccc(-c2nn(-c3ccccc3)cc2/C=C/C(=O)OCC(=O)Nc2ccccc2C#N)cc1
0%	O=S(=O)(N/N=C/c1ccccc1F)c1ccccc1
-7%	CS(=O)(=O)N1CCC[C@@]2(CCN(Cc3ccc(C#N)cc3)C2)C1
12%[57.5 µM]	CCN(CC)S(=O)(=O)c1cccc(NC2=NCCCCC2)c1
-5%[57.5 µM]	COc1ccc(-c2nn(-c3ccccc3)cc2C(=O)NC(=S)Nc2cc(Cl)ccc2Cl)cc1
1%	COc1ccc(NC(=O)COC(=O)c2cccc(S(=O)(=O)N(C)C)c2)cc1
23%	CN(Cc1ccco1)c1ncnc2ccc(-c3ccc4c(c3)OCO4)cc12
-9%	COc1ccc(NC(=O)C(Br)C(C)C)cc1 (stereo unspecified)
1%	Cc1ccc(NC(=O)C(C)C(=O)Nc2ccc(C)cc2)cc1
-2%[57.5 µM]	COc1cc(/C=N/Nc2nc3ccccc3s2)ccc1O

Remaining list, next part:
ERK EGF block	Structure
-2%	COc1ccc(S(=O)(=O)N2CCC(C(=O)N3CCOCC3)CC2)cc1Cl
-2%[57.5 µM]	Cc1ccccc1CN1C(=O)C(C)S/C1=N/N=C/c1ccco1 (stereo unspecified)
13%	O=C(CN(Cc1ccccc1)S(=O)(=O)c1ccccc1)NC1CC1
-7%	Cc1nn(C(=O)N2CCOCC2)c(C)c1C
-25%[57.5 µM]	COc1cc(-c2cc3nc4ccccc4n3c(N)c2C#N)cc(OC)c1OC
-2%	COc1nc(-c2ccccc2)nc(C)c1CC(=O)O
11%[57.5 µM]	Cn1c(=O)c(C(=O)Nc2ccccc2S(N)(=O)=O)c(O)c2ccccc21
-4%[57.5 µM]	Cc1cccc2cc(/C=C/C(=O)c3ccco3)c(Cl)nc12
-20%[57.5 µM]	O=C(NCCc1csc(-c2cccnc2)n1)c1ccc(Cl)cc1
-3%	N/C(=N\NC(=O)c1ccccc1Cl)c1cc2ccccc2oc1=O

More records:
ERK EGF block	Structure
-3%	CSc1nsc(/C=C/Nc2ccc(C(=O)O)cc2)c1C#N
-13%	COc1ccc(C(C(N)=O)c2ncc(C(F)(F)F)cc2Cl)cc1OC (stereo unspecified)
-6%[57.5 µM]	COc1cccc(OC)c1C(=O)NC(=O)Nc1c(F)cc(F)cc1F
-9%	COc1ccc(NC(=O)CS(=O)(=O)c2cn(CC(=O)N3CCOCC3)c3ccccc23)cc1
?	Cc1ccc(-n2c(=O)c3c(C)c(C)sc3n(Cc3cc(=O)n4ccccc4n3)c2=O)cc1C
-9%	O=C(CSc1ccccn1)N/N=C/c1ccccc1[N+](=O)[O-]
-3%	c1ccc(CN2CCC(Nc3nc(-c4cccnc4)nc4ccccc34)CC2)cc1
6%	CCOc1c(Cl)cc(/C=N/NC(N)=S)cc1OC
-1%	COc1ccc(NS(=O)(=O)c2ccc(Cl)c(N)c2)cc1Br
0%	O=C1CN(c2nc3ccccc3n3cnnc23)CC(=O)N1CCc1ccccc1

Next section
ERK EGF block	Structure
-8%	CCC/C=C(\CCC)C(NS(=O)(=O)c1ccccc1)c1ccc(C(F)(F)F)cc1 (stereo unspecified)
2%	CCC(/C=N/NC(=O)C(=O)N/N=C/C(CC)CC)CC
-5%[57.5 µM]	CCCOc1ccccc1/C=C(\C#N)C(=O)Nc1cccnc1
7%[57.5 µM]	COc1ccc(Cl)cc1N1C(=O)CC(Sc2ccccc2N)C1=O (stereo unspecified)
6%	COc1cc(/C=N/NS(=O)(=O)c2ccc(C)c([N+](=O)[O-])c2)ccc1O
-5%[57.5 µM]	O=C(Nc1cccnc1)c1ccc(NS(=O)(=O)c2cc([N+](=O)[O-])ccc2Cl)cc1
4%[57.5 µM]	CC1=NCCN1CCNC(=O)Nc1ccc(F)cc1
3%	COC(=O)c1ccc(C(=O)OC)c(NC(=S)N2CCN(c3ccc(F)cc3)CC2)c1
5%	COCCSc1ccccc1C(=O)Nc1ccccc1C(C)C
-3%	Cc1nc2c(N=Nc3ccccc3F)c(N)nn2c(N)c1C#N

More structures.
ERK EGF block	Structure
?	Cc1ccccc1C(=O)N1CCN(c2ccc(NC(=O)c3ccc4c(c3)OCO4)cc2)CC1
-2%	COc1ccc(CCNC(=O)CSCc2ccc([N+](=O)[O-])cc2)cc1OC
7%	Cc1c(C(=O)N2CCC(Cc3ccccc3)CC2)cccc1[N+](=O)[O-]
-28%[57.5 µM]	CC(=O)Cc1cc2cc([N+](=O)[O-])ccc2oc1=O
5%	Cc1ccc(CNC(=O)C2CCN(S(=O)(=O)N3CCC4(CC3)OCCO4)CC2)cc1
11%[57.5 µM]	CCOC(=O)C1C(c2ccc(OC)c(OC)c2)c2c([nH][nH]c2=O)CC1(C)O (stereo unspecified)
-10%	O=C(Cn1cnc2ccccc2c1=O)NCCC(=O)Nc1ccc2c(c1)OCO2
-2%	NNC(=O)CSc1cccc2cccnc12
-5%	CCOC(=O)Cn1nnc(-c2cc(OC)c(OC)c(OC)c2)n1
-1%	COC(=O)C1=NN(C(=O)c2ccc(Br)cc2)C(O)(C(C)(C)C)C1 (stereo unspecified)

Later entries:
ERK EGF block	Structure
-3%[57.5 µM]	O=C(O)CCCN1C(=O)/C(=C/C=C/c2ccco2)SC1=S
-7%	CCS(=O)(=O)N1CCC(C(=O)N2CCN(Cc3ccccc3)CC2)CC1
-4%	Cc1cccc(NC(=O)C(C)OC(=O)c2ccccc2NS(=O)(=O)c2cc(C)c(C)c([N+](=O)[O-])c2)c1 (stereo unspecified)
-13%	COc1ccc(C(=O)Nc2ccc(O)cc2C(=O)O)cc1
2%	COc1ccc(C(=O)NCc2cccnc2)cc1S(=O)(=O)N1CCCc2ccccc21
-5%	NC(=O)C(c1ccccn1)c1ncc(C(F)(F)F)cc1Cl (stereo unspecified)
5%	Cc1ccc(S(=O)(=O)NC(=O)Nc2ccccc2F)cc1
11%	Cc1cc(-c2n[nH]c(=S)n2Cc2ccco2)n(C)n1
-5%	CN(C)c1ccc(P(=O)(Nc2cccc(C(F)(F)F)c2)N2CCOCC2)c(NC(=O)c2cccs2)c1 (stereo unspecified)
-6%	O=C(Cn1cc(C(F)(F)F)cc(Cl)c1=O)NCCc1ccccc1

New compounds follow:
ERK EGF block	Structure
-16%	Cc1c(NS(=O)(=O)c2ccc(Cl)c(C(=O)OCC(=O)NCc3ccco3)c2)c(=O)n(-c2ccccc2)n1C
10%	CCCN1CCN(C(=O)c2nn(-c3ccc(OC)cc3)c(=O)c3c2c2ccccc2n3C)CC1
-5%	CC(C)(C)C1CCC(OCC(O)CN2CCCC2)CC1 (stereo unspecified)
-15%	CN(CC(=O)Nc1ccc(F)cc1)c1ccc(S(=O)(=O)N2CCCC2)cn1
6%	CCCCNC(=O)CCn1c(=O)c2ccccc2n(Cc2cc(C)ccc2C)c1=O
7%	Cc1ccc(-n2nc(C(=O)NCc3ccco3)c3c4ccccc4n(C)c3c2=O)cc1
1%	CCSc1nc(=O)n(-c2ccccc2)c(C)c1C(C)=S
8%	Cc1ccc(C2C(C(=O)O)c3ccccc3C(=O)N2C)c(C)c1 (stereo unspecified)
-3%[57.5 µM]	O=C1C(Cc2ccc(O)cc2)NC(=S)N1Cc1ccccc1 (stereo unspecified)
-1%	CCN(C(=S)Nc1ccc(C(C)=O)cc1)C1CCCCC1

Next part
ERK EGF block	Structure
4%	CN(C)NC(=O)C(NC(=O)c1ccc(N)cc1)C12CC3CC(CC(C3)C1)C2 (stereo unspecified)
11%	COC(=O)c1ncn(C2OC(COC(C)=O)C(OC(C)=O)C2OC(C)=O)n1 (stereo unspecified)
-13%[57.5 µM]	Cc1ccc(NC(=O)/C(C#N)=N/Nc2ccc(C(=O)O)cc2)c(C)c1
5%	CCC(=O)NCCc1nc2ccccc2n1CC(=O)c1ccccc1
2%	Cc1ccc(NS(=O)(=O)c2ccc(C)c(NC(=O)COc3ccccc3)c2)c(C)c1
6%	COc1ccc(C(=O)NC2CC(C)(C)Cc3occc32)cc1 (stereo unspecified)
9%	N/C(=N\OC(=O)CC1CCCCC1)c1ccc([N+](=O)[O-])cc1
10%[57.5 µM]	COc1ccc(CN2CCNC(=O)C2CC(=O)N2CCCCO2)cc1OC (stereo unspecified)
-1%	Cc1ccc(C(=O)Nc2cccnc2N2CCN(C)CC2)cc1
-12%[57.5 µM]	N#Cc1cccnc1N1CCN(C(=O)COCC(=O)O)CC1

The list goes on.
ERK EGF block	Structure
-2%	O=C(CN1C(=O)CS/C1=C\c1nc(-c2ccc(Cl)cc2)cs1)Nc1cccnc1Cl
1%	COC(=O)c1ccccc1NC(=O)c1ccc2nccnc2c1
-6%	COc1ccc2c(C)cc(=S)[nH]c2c1
2%	CC1Cc2ccccc2N1C(=O)c1nn(C)cc1Br (stereo unspecified)
2%	Cc1ccc(C(=O)NN2C(=O)C3C4c5ccccc5C(c5ccccc54)[C@@H]3C2=O)cc1 (stereo partly specified)
8%	Cc1cc(C(=O)NCCc2ccccc2)c2cc(F)ccc2n1
-5%	N#Cc1ccc(Oc2ccc(-c3nc4ccccc4nc3-c3ccccc3)cc2)cc1C#N
-3%	O=C(Nc1ccc(Cl)cc1)Nc1nnc(SCc2ccccc2)s1
-4%[25.7 µM]	CC(C)(C)C(=O)OCOC(=O)[C@@H]1N2C(=O)[C@@H](NC(=O)[C@H](N)c3ccccc3)[C@H]2SC1(C)C
-10%[57.5 µM]	CCn1c(SCC(=O)OC)nnc1-c1ccc(C)cc1

Other records follow.
ERK EGF block	Structure
-2%	O=C(Nc1ncc2c(n1)-c1ccccc1CC2)C1CC1
-17%[57.5 µM]	CCc1cc(=O)oc2cc(C)c(CN3CCCC(C)C3)c(O)c12 (stereo unspecified)
2%[57.5 µM]	COc1cc(/C(C)=N/NC(=O)CN2CCN(S(=O)(=O)c3ccc(C)cc3)CC2)ccc1O
-17%	O=Cc1ccc(N2CCCC2)c([N+](=O)[O-])c1
-1%	Cc1cc2n(n1)C(c1cn(-c3ccccc3)nc1C)Nc1c(C)cccc1-2 (stereo unspecified)
2%[57.5 µM]	Cn1c(=O)c([N+](=O)[O-])c(N2CCSCC2)c2ccccc21
-5%	O=c1cc(-c2ccccc2)[nH][nH]1
-13%[57.5 µM]	Oc1ccc(/C=N/Nc2nc(-c3ccccc3F)nc3ccccc23)c(O)c1
5%	O=C(CN1C(=O)c2ccccc2C1=O)NCCc1c[nH]c2ccccc12
3%	C/C=C1\C(=O)CC2C3CCC4=CC(=O)CC[C@]4(C)C3CC[C@]12C (stereo partly specified)
0%[57.5 µM]	COc1cccc(NC2c3ccccc3C(=O)N2Cc2ccccc2Cl)c1 (stereo unspecified)
1%	COc1cccc(CNC(=O)CCCCCn2c(=S)[nH]c3ccc(N4CCOCC4)cc3c2=O)c1

In the list so far, these have fluorine.
ERK EGF block	Structure
0%	CC1CC(C)(C)NC(=S)N1CCC(=O)NCc1ccc(F)cc1 (stereo unspecified)
0%	COc1ccc(-c2cn3cccnc3n2)cc1F
0%	O=S(=O)(N/N=C/c1ccccc1F)c1ccccc1
-13%	COc1ccc(C(C(N)=O)c2ncc(C(F)(F)F)cc2Cl)cc1OC (stereo unspecified)
-6%[57.5 µM]	COc1cccc(OC)c1C(=O)NC(=O)Nc1c(F)cc(F)cc1F
-8%	CCC/C=C(\CCC)C(NS(=O)(=O)c1ccccc1)c1ccc(C(F)(F)F)cc1 (stereo unspecified)
4%[57.5 µM]	CC1=NCCN1CCNC(=O)Nc1ccc(F)cc1
3%	COC(=O)c1ccc(C(=O)OC)c(NC(=S)N2CCN(c3ccc(F)cc3)CC2)c1
-3%	Cc1nc2c(N=Nc3ccccc3F)c(N)nn2c(N)c1C#N
-5%	NC(=O)C(c1ccccn1)c1ncc(C(F)(F)F)cc1Cl (stereo unspecified)
5%	Cc1ccc(S(=O)(=O)NC(=O)Nc2ccccc2F)cc1
-5%	CN(C)c1ccc(P(=O)(Nc2cccc(C(F)(F)F)c2)N2CCOCC2)c(NC(=O)c2cccs2)c1 (stereo unspecified)
-6%	O=C(Cn1cc(C(F)(F)F)cc(Cl)c1=O)NCCc1ccccc1
-15%	CN(CC(=O)Nc1ccc(F)cc1)c1ccc(S(=O)(=O)N2CCCC2)cn1
8%	Cc1cc(C(=O)NCCc2ccccc2)c2cc(F)ccc2n1
-13%[57.5 µM]	Oc1ccc(/C=N/Nc2nc(-c3ccccc3F)nc3ccccc23)c(O)c1
